MT1-MMP act inh = blocks activation of human MT1-MMP | P50281 | HT1080 RFP-PRO-GFP cells, GFP/RFP ratio fluorescence, overnight; percent of plate control window, DMSO zero | GFP/RFP ratio change, % at 20 µM | actives 0.061% (n = 360,000);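 active = GFP/RFP ratio change of at least 30% with cell ATP level not reduced by more than half and red fluorescence within 50% of control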; also: strong numbers were not always called active
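Read-out: GFP/RFP fluorescence ratio; Test system: RFP-PRO-GFP reporter HT1080 cells; Compound dosing: single-point 20 µM compound, 1% DMSO; Times: overnight compound exposure at 37 °C.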
STEP block = STEP (human) phosphatase inhibition | P54829 | recombinant STEP, OMFP fluorogenic substrate, fluorescence | inhibition, % at 20 µM | actives 0.25% (n = 360,000);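 active = inhibition at 20 µM, scaled per plate between control wells, above about 37%, limit read from the data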;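 also: 0% = DMSO with enzyme and substrate and 100% = substrate only without enzyme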
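material = STEP tyrosine phosphatase | reagent = fluorogenic phosphatase substrate OMFP at 25 µM final | doses = single compound dose of 20 µM, 1% DMSO final | schedule = 20 min reaction, room temperature, in the dark | measured by = fluorescence, 480/540 nm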
LMPTP block = blocks human LMPTP phosphatase. actives 0.22% (n = 360,000). P24666. recombinant LMPTP-A, OMFP fluorogenic substrate, fluorescence intensity. AID 651560. inhibition, % at 20 µM;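 active = compounds that cut the enzyme signal by at least half of the control window in the single-dose screen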;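 also: plate controls were DMSO wells with enzyme plus substrate for no effect and substrate without enzyme for full effect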
Target sequence (P24666 whole entry, looked up): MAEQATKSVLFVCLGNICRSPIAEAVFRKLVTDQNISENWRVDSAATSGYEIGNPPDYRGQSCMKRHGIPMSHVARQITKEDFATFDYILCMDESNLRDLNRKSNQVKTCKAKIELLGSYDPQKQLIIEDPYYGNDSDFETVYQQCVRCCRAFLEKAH
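Test system – LMPTP-A enzyme · Amount – LMPTP-A at 0.625 nM final in the reaction · Buffer or medium – Bis-Tris pH 6.0, DTT, detergent · Reagent – OMFP 400 µM · Doses – single 20 µM dose · Schedule – reaction 50 min, room temperature, dark · Detection – fluorescence intensity of OMFP turnover product · Evaluation – percent inhibition versus substrate-only and uninhibited controls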
SKN-1 inh = blocks SKN-1 activity in C. elegans. C. elegans VP596 Pgst-4::GFP/RFP ratio, acrylamide-induced, 24 h. inhibition, % at 21.8 µM. actives 0.49% (n = 360,000);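 active = interference check ratio from 0.5 to 1.5 plus GFP to RFP signal ratio inhibition reaching or exceeding a fixed threshold, cut at about 30% in these data, passing the limit was not always enough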; also: some compounds called inactive have numbers as strong as hits
DNMT1 block = inhibitors of human DNMT1; P26358; DNMT1 molecular beacon, Hinp1I cleavage, fluorescence; inhibition (reported as % activation of signal), % at 10 µM; actives 0.83% (n = 360,000); in the data active = inhibition above about 50%
NadD inh = blocks S. aureus nicotinate mononucleotide adenylyltransferase. actives 0.78% (n = 360,000). inhibition, % at 20 µM. purified NadD enzyme, colorimetric absorbance read-out; in the data active = inhibition above about 26%; also: some compounds past the cut are filed as inactive
SUMO1 PPI mod = modulators of human SUMO1-mediated protein-protein interactions; P63165; SUMO1 binding to a labelled peptide, TR-FRET, 1 h; inhibition, % at 20 µM; actives 0.33% (n = 360,000); AID 602429; in the data active = inhibition above about 37%
Target sequence (P63165 whole entry, looked up): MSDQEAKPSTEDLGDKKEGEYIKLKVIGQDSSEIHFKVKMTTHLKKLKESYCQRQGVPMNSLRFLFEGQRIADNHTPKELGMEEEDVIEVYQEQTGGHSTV
CendR NRP1 mod = modulators of CendR peptide binding to human neuropilin-1; inhibition, % at 25 µM; O14786; actives 0.85% (n = 360,000); AID 602438; FAM-RPARPAR peptide binding to NRP-1, fluorescence polarization;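 active = inhibition or corrected inhibition above about 18%, plus a signal ratio from 0.5 to 1.5, limit read from the data, passing the limit was not always enough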; also: strong numbers were not always called active
Scp-1 inhibitor = inhibitors of human Scp-1 phosphatase; Q9GZU7; Recombinant Scp1, phosphopeptide, malachite green phosphate absorbance; inhibition, % at 20 µM; actives 0.88% (n = 340,000); AID 493091;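 active = inhibition above about 50% at 20 µM, limit read from the data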;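 also: plate controls were DMSO wells with enzyme for no effect and wells lacking enzyme for full effect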
Target sequence (Q9GZU7 76-261 limits assumed): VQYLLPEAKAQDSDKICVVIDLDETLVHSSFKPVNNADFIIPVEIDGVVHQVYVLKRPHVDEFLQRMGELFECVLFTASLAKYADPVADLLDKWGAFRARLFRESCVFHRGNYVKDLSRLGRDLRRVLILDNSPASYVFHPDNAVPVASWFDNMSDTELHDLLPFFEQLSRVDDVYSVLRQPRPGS
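System: SCP-1 catalytic domain; Reagent: Phospho 17-mer peptide substrate; Doses: one concentration, 20 µM, with 1.0% DMSO; Incubation: 45 min room-temperature reaction, 5 min colour, 30 min stabiliser; Signal: Phosphate-binding colour reagent, absorbance read at 630 nm.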
Rpn11 inh = blocks the human proteasome subunit Rpn11; O00487; human 26S proteasome, Ub4-pepOG fluorescence polarization; 20S core pre-blocked with epoxomicin; calls only at 20 µM; actives 0.59% (n = 360,000);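 active = inhibition at 20 µM, scaled to each plate's controls, above about 33%, limit read from the data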
Target sequence (O00487 whole entry, looked up): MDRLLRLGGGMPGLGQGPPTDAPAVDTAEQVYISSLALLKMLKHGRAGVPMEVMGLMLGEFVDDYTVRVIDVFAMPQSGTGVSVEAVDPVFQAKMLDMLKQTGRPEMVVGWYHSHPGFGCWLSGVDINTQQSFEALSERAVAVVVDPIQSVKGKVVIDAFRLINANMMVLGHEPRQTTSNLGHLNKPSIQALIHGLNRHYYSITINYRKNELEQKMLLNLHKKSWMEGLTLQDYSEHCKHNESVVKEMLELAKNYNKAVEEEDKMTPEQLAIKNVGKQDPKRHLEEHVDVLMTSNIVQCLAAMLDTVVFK
An asterisk follows results filed as active; i = inactive; . = no result given; + = active, no number. Not a hit list. About 3.9% of those tested had a hit in this group.

Start of the listing, in advance, 9 compounds:
entry	MT1-MMP act inh	STEP block	LMPTP block	SKN-1 inh	DNMT1 block	NadD inh	SUMO1 PPI mod	CendR NRP1 mod	Scp-1 inhibitor	Rpn11 inh	smiles
1	-1	-1	-2.5	1	4	1	-3	9	3	i	COC(=O)COc1ccc(C2NC(=O)NC(C)=C2C(=O)NCc2ccccc2)cc1OC (stereo not given)
2	4	1	-0.4	-2	-3	1	-3	0	-6	i	CN1CCN(C(=O)c2ccc(-n3cccn3)nc2)CC1
3	0	0	-1.8	-4	-1	0	3	-2	-1	i	Cc1nnc(NC(=O)c2ccc(N3CCCC3=O)cc2)s1
4	2	-4	-2.1	20	0	-4	-33	-12	-6	i	CCC1CCCCN1CCCNC(=O)CNC(=O)c1nn(-c2ccc(OC)c(Cl)c2)c(=O)c2ccccc12 (stereo not given)
5	-3	.	2.9	4	.	3	2	-1	.	.	CCOC(=O)[C@]12CCC=C1N(Cc1ccc(Cl)cc1Cl)C(=O)[C@H](CC(=O)N1CCCCC1)C2
6	2	2	-1.5	-8	-2	-7	-12	6	-2	i	O=C(C1=C(O)C(=O)N(CCN2CCOCC2)C1c1cccc([N+](=O)[O-])c1)c1cccs1 (stereo not given)
7	2	-6	-1.7	-2	-2	-5	2	7	7	i	C(CCCN1CCCCC1)CCN1CCCCC1
8	0	-1	-0.7	1	0	-11	-7	-3	-3	i	O=C(CCC1CCCN(Cc2ccc3c(c2)CCO3)C1)NCc1ccc(F)c(F)c1 (stereo not given)
9	3	-1	1.3	18	-10	-15	1	-4	-9	i	CCOC(=O)c1c(C)[nH]c(C(=O)COC(=O)c2[nH]c(C)c(C(C)=O)c2C)c1C

The whole of this part, previewed entries included:
entry	MT1-MMP act inh	STEP block	LMPTP block	SKN-1 inh	DNMT1 block	NadD inh	SUMO1 PPI mod	CendR NRP1 mod	Scp-1 inhibitor	Rpn11 inh	smiles
1	-1	-1	-2.5	1	4	1	-3	9	3	i	COC(=O)COc1ccc(C2NC(=O)NC(C)=C2C(=O)NCc2ccccc2)cc1OC (stereo not given)
2	4	1	-0.4	-2	-3	1	-3	0	-6	i	CN1CCN(C(=O)c2ccc(-n3cccn3)nc2)CC1
3	0	0	-1.8	-4	-1	0	3	-2	-1	i	Cc1nnc(NC(=O)c2ccc(N3CCCC3=O)cc2)s1
4	2	-4	-2.1	20	0	-4	-33	-12	-6	i	CCC1CCCCN1CCCNC(=O)CNC(=O)c1nn(-c2ccc(OC)c(Cl)c2)c(=O)c2ccccc12 (stereo not given)
5	-3	.	2.9	4	.	3	2	-1	.	.	CCOC(=O)[C@]12CCC=C1N(Cc1ccc(Cl)cc1Cl)C(=O)[C@H](CC(=O)N1CCCCC1)C2
6	2	2	-1.5	-8	-2	-7	-12	6	-2	i	O=C(C1=C(O)C(=O)N(CCN2CCOCC2)C1c1cccc([N+](=O)[O-])c1)c1cccs1 (stereo not given)
7	2	-6	-1.7	-2	-2	-5	2	7	7	i	C(CCCN1CCCCC1)CCN1CCCCC1
8	0	-1	-0.7	1	0	-11	-7	-3	-3	i	O=C(CCC1CCCN(Cc2ccc3c(c2)CCO3)C1)NCc1ccc(F)c(F)c1 (stereo not given)
9	3	-1	1.3	18	-10	-15	1	-4	-9	i	CCOC(=O)c1c(C)[nH]c(C(=O)COC(=O)c2[nH]c(C)c(C(C)=O)c2C)c1C
10	-3	-4	-1.9	-7	4	2	0	-8	8	i	CC(CN1CCCCC1)OC(=O)COc1ccc(Br)cc1 (stereo not given)
11	-2	0	3.7	-1	6	1	-4	8	5	i	Cc1ccccc1NC(=O)Cn1nnc2ccccc21
12	-7	0	3.0	12	-9	6	-2	4	-1	i	COc1ccc(/C=N/NC(=O)c2cc(OC)c(OC)c(OC)c2)cc1CN1CCc2cc(OC)c(OC)cc2C1C (stereo not given)
13	4	2	-7.0	4	1	-2	12	-13	-4	i	CCOc1cc2[nH]c(=S)n(Cc3ccc(C(=O)O)cc3)c(=O)c2cc1OCC
14	2	-2	-2.0	15	2	-3	1	14	1	i	CCCCN(CC)CCNC(=O)Cn1cnc2sc(C)c(S(=O)(=O)N3CCOCC3)c2c1=O
15	1	2	-0.3	-9	7	3	-1	-2	0	i	C=CCNC(=O)C1CC(=O)N(c2ccc(OCC(=O)N3CCCC3)cc2)C1 (stereo not given)
16	0	2	-0.1	-7	1	-6	0	4	-6	i	CCOc1ccc(NC(=O)CCc2nnc3ccc(N4CCC5(CC4)OCCO5)nn23)cc1
17	-1	1	-1.3	-1	0	-6	5	-24	-4	i	CCOC(=O)C1=C(COC(=O)COc2cccc(C)c2C)NC(=O)NC1C (stereo not given)
18	2	-2	1.0	10	-3	-5	4	5	-5	i	CCCOc1c(Br)cc(C(=O)OCc2cc(=O)n3ccsc3n2)cc1OC
19	-3	5	-0.1	-7	6	8	-2	-36	4	i	O=C(NCc1ccco1)C1OCCc2ccccc21 (stereo not given)
20	-1	-1	-0.1	5	0	1	6	11	-7	i	Cc1cccc(CSCc2ccc(C(=O)O)o2)c1
21	-1	0	2.4	3	-5	-3	-6	11	-3	i	Cc1ccc(C)n1-n1c(C)nc2scc(-c3cccs3)c2c1=O
22	-1	2	0.5	-14	-2	-2	0	8	-12	i	CCc1ccc(CN(C)C(=O)CCc2nnc(COc3ccccc3)o2)cc1
23	3	-2	0.7	2	0	3	4	2	-3	i	CCCN(CCC)CC(O)CN1C(=O)N(CN2C(=O)N(CC(O)CN(CCC)CCC)C(=O)C2(C)C)C(C)(C)C1=O (stereo not given)
24	1	0	1.4	5	-2	-2	-3	5	-3	i	Cc1ccc(NC(=O)c2ccc(Nc3ccccc3F)nc2)cc1
25	1	-1	-0.7	-5	0	7	1	7	-4	i	Cc1cccc(NC(=O)N2CCC(NC(=O)C3CCCCC3)CC2)c1
26	3	4	1.1	39*	0	0	-24	-1	-5	i	Cc1ccc2cc3cc(C(=O)N4CC(C)CC(C)C4)oc3nc2c1 (stereo not given)
27	4	1	-1.7	1	-2	-6	-2	-3	-2	i	CCCCc1ccc(NS(=O)(=O)c2cccc(C(=O)N3CCCN(C)CC3)c2)cc1
28	-6	-4	1.0	0	-6	-7	3	0	-4	i	CC(=O)Nc1ccc(NC(=O)C(C)OC(=O)C2(c3ccc(Cl)cc3)CCCC2)cc1 (stereo not given)
29	-2	-1	4.9	5	-11	7	-3	-16	-7	i	COc1ccc(/C=N/NS(=O)(=O)c2ccccc2)cc1OC(=O)c1ccc(C)cc1
30	0	-24	1.3	19	4	1	-1	-4	-14	i	CN(C)S(=O)(=O)c1cccc(NC(=S)Nc2cc(Cl)cc(Cl)c2)c1
31	2	4	0.2	-11	2	-4	6	1	-2	i	Cn1c(N)c(C(=O)CSc2nc3ccccc3[nH]2)c(=O)n(C)c1=O
32	-9	-1	0.8	3	-1	5	0	2	-17	i	CCOC(=O)CCN(Cc1cccs1)S(=O)(=O)c1ccc(Cl)cc1
33	-3	-1	1.6	-18	4	24	-28	-3	3	i	O=[N+]([O-])c1cccc(/C=N/Nc2nc(NCc3ccccc3)nc(N3CCOCC3)n2)c1O
34	-5	-1	-2.3	10	-2	-5	-5	7	-4	i	COc1ccc2[nH]cc(C(=O)CN3CCCCC3)c2c1
35	-9	.	0.4	-1	.	.	1	-5	.	.	Cc1ccc(S(=O)(=O)N2C3CC(c4ccccc4)N(S(=O)(=O)c4cccc(Cl)c4)CC3C(=O)C[C@H]2c2ccccc2)cc1 (stereo not given in full)
36	4	-3	-0.5	-8	2	-1	0	-7	-3	i	Cc1cc(=O)cc(C)n1-c1ccc(Cl)cc1
37	1	0	4.0	12	-3	-7	0	-2	-11	i	Fc1ccc(CSc2nnc(-c3cc4c(s3)-c3ccccc3CC4)o2)cc1
38	-5	2	0.7	8	-4	8	-1	-11	-9	i	CCOC(=O)N1CCN(S(=O)(=O)c2ccc(C(=O)Nc3nnc(CSC)o3)cc2)CC1
39	1	2	-1.9	-13	-1	5	-4	-8	-9	i	Cc1ccc(/C=N/NC(=O)c2c(-c3ccccc3)noc2C)o1
40	-23	-1	0.1	1	5	8	12	-68	-6	+	Cc1nnc(SCc2nc3sc4c(c3c(=O)[nH]2)CCCC4)[nH]c1=O
41	-3	-2	-1.8	-3	2	1	4	7	14	i	CC(=O)c1c(C(C)=O)c(C)n(NC(=O)c2cccnc2)c1C
42	1	4	2.6	-13	1	-3	-12	4	-12	i	Cc1ccsc1/C=N/NC(=O)Cc1ccc(Cl)cc1
43	-5	-2	-1.5	-2	0	1	-2	9	3	i	Cn1c(/C(C#N)=C/c2ccncc2)nc2ccccc21
44	11	3	3.9	8	-10	5	0	-1	22	i	Cc1nc(-c2ccccc2)sc1-c1nc(-c2cccnc2)ncc1S(=O)(=O)c1ccccc1
45	1	0	-2.2	11	5	3	0	1	5	i	Cc1ccc(S(=O)(=O)N(C)c2ccc(OCC(=O)O)cc2)cc1
46	4	-1	-0.8	15	0	-5	2	-2	-7	i	COc1ccc(NC(=O)NC2(C(=O)N3CCN4CCCC4C3)CCCCC2)cc1 (stereo not given)
47	-1	0	-0.2	-11	-5	-1	-2	-5	-5	i	Cc1ccc(NC(=O)CN2C(=O)CCS(=O)(=O)c3ccccc32)cc1Cl

Screening results deposited in PubChem by Sanford-Burnham Center for Chemical Genomics.
